ERAP1 inh = blocks human ERAP1 aminopeptidase activity. actives 0.15% (n = 340,000). recombinant ERAP1, Leu-AMC fluorescence, 60 min. AID 652197. inhibition, % at 10.7 µM. Q9NZ08;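 active means mean replicate inhibition of at least 30%, or all replicates individually reaching that 30% level; inactive means mean below 30% and not every replicate reaching it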;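 further: 0% = neutral control wells and 100% = L-leucinethiol positive control wells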
DENV2 CPE = inhibitors of DENV2 cytopathic effect; DENV2-infected cells, cytopathic effect rescue, plate reader; CPE inhibition, % at 9.99 µM; actives 1.7% (n = 350,000); in the data active means CPE inhibition above about 20%, passing the limit was not always enough; inconclusive means no clear call, values can overlap the other calls; tested in BHK-21 cells;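 further: 0% = median of neutral control wells and 100% = median of positive control wells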
ERp5 block = blocks human ERp5 reductase activity on insulin | inhibition, % at 9.99 µM | actives 0.05% (n = 350,000) | ERp5 insulin aggregation, absorbance 650 nm, 90 min | Q15084 | AID 651711;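 active means mean replicate inhibition above about 25%, with every replicate also reaching it, limit read from the data, passing the limit was not always enough; inconclusive means only one of those two criteria met; inactive means neither criterion met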
Target sequence (Q15084 whole entry, looked up): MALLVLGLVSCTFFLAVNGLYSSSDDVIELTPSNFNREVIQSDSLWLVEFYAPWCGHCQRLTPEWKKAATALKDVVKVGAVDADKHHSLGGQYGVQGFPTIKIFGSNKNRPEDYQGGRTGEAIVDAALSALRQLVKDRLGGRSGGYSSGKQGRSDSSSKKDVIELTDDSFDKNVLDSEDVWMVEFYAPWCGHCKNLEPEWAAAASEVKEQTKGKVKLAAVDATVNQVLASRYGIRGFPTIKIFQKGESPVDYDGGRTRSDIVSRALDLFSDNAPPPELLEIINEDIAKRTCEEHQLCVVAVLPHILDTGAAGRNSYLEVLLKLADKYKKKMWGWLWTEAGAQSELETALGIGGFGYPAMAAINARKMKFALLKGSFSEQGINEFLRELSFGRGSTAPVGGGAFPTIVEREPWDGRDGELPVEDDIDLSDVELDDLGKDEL
miR-122 sensor = miR-122 inhibition in Huh7 cells | Huh7 miR-122 Renilla luciferase sensor, 48 h; neutral wells = 0, positive control = 100 | actives 0.3% (n = 340,000) | activation (reporter increase), % at 12.5 µM;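 active means mean replicate activation score at least 90 and every replicate individually at or above 90; inconclusive means only one of the two criteria met; inactive means neither criterion met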;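 further: higher luciferase means less miR-122 activity so hits act as miR-122 inhibitors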
SIRT5 block = inhibitors of human sirtuin-5 desuccinylase | inhibition, % at 15 µM | actives 1.1% (n = 330,000) | Purified SirT5, succinyl-peptide AMC, trypsin-coupled fluorescence; in the data active means inhibition above about 15%; inconclusive means no clear call, values can overlap the other calls
Target sequence (Q9NXA8 whole entry, looked up): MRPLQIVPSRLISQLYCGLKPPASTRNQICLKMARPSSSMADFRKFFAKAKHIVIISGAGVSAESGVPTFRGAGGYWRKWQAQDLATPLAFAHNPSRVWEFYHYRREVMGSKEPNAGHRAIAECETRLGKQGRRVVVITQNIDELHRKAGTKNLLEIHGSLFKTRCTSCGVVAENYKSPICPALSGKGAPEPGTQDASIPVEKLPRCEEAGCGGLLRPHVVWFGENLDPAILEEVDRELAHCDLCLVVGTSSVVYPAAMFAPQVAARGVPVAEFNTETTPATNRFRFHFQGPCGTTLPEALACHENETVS
CFTR F508del cor = CFTR F508del correction in bronchial cells; CFBE cells, YFP halide quenching; stimulated with forskolin plus potentiator P3; % fluorescence drop versus neutral controls; activity (quench increase), % at 7.58 µM; actives 0.36% (n = 350,000); AID 720511;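 active means mean added fluorescence quench of at least 8% versus neutral control, with both replicates also reaching 8%; inconclusive means only one of the mean or replicate conditions met; inactive means mean below 8% and not both replicates reaching 8%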;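 further: cells transiently co-express mutant CFTR-F508del with the halide-sensitive YFP; corrector assay measuring rescue of mutant channel to the surface after 24 h compound exposure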
CASP6 VEID inh = inhibitors of human caspase-6. purified caspase-6, Z-VEID-R110 cleavage fluorescence. inhibition, % at 12.5 µM. actives 0.53% (n = 350,000). AID 686996;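 active means mean inhibition across replicates at least about 35%, with every replicate also reaching that limit, limit read from the data; inconclusive means only one of the two criteria met; inactive means neither criterion met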;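 further: 0% = median of neutral control wells and 100% = no fluorescence left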
Target sequence (P55212 24-179 limits assumed): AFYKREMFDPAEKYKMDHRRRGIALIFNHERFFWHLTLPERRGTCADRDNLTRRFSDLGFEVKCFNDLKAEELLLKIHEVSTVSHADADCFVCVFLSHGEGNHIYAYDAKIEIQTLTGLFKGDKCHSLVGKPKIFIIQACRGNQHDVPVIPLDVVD
Target sequence (P55212 194-293 limits assumed): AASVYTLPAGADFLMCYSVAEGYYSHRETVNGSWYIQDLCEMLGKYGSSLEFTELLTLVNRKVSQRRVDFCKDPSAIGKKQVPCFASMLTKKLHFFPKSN
Starred values were filed as active, the others as inactive; ? = inconclusive; / = no result given; & = joins results of further samples; ! = a repeat was not active; [ ] = dose if it differs, or a comment. Not a hit list; 4% or so of the library scored in one or more.

SMILES | ERAP1 inh | DENV2 CPE | ERp5 block | miR-122 sensor | SIRT5 block | CFTR F508del cor | CASP6 VEID inh
CCCC(=O)Nc1ccc2c(c1)OC[C@@H](C)N(Cc1ccc(-c3ccccn3)cc1)C[C@H](C)[C@H](OC)CN(C)C2=O | -2.1 | -2.5 | -4.6 | 13.7[16.7 µM] | 4.3 | 2.2 | -3.1
Clc1cccc(CNc2ccn3nc(-c4ccc(OCCN5CCOCC5)cc4)cc3n2)c1 | -1.0 | 0.1 | 1.9 | -2.3 | / | 1.9 | 1.9
Nc1c(Br)cc(Br)c2c1-c1ccc([N+](=O)[O-])cc1C2 | -4.8 | 6.7 | -4.4 | / | -0.5 | 1.9 | 0.4
COc1ccc(S(=O)(=O)NCC(c2ccc(C)cc2)N2CCN(C)CC2)cc1OC (stereo not given) | 0.5 | -1.7 | 7.2 | 0.7 | -11.0 | 3.1 | 11.8
C[C@H](CO)N1C[C@H](C)[C@@H](CN(C)Cc2ccccc2)Oc2c(NC(=O)Nc3ccc4c(c3)OCO4)cccc2C1=O | 0.7 | 11.8 | -2.5 | 38.6[16.7 µM] | 1.2 | -1.1 | -0.4
COc1ccc(S(=O)(=O)N2CCN(Cc3ccc4c(c3)OCO4)CC2)cc1F | -0.4 | -1.1 | 1.4 | -1.1 | -1.0 | 1.3 | -0.1
CCOC(=O)c1c(C)[nH]c(C)c1C(=O)COC(=O)c1cc(OC)cc(OC)c1 | -7.5 | / | 1.8 | / | -5.5 | -0.5 | 1.4
COc1ccc(CN2CN(C3CCCC3)CSC2=S)cc1 | -0.5 | 3.6 | 2.1 | / | -4.3 | -0.5 | 7.0
CC(C)(C)[C@H]1CCC(=O)N([C@H](CSc2ccccc2)Cc2ccccc2)CC1 | 2.5 | 0.4 | -0.1 | -5.0 | 1.3 | -0.7 | 0.4
Cc1cccc(-c2ccc([C@@H]3[C@@H](CO)N4CCCCN(S(=O)(=O)c5cn(C)cn5)C[C@@H]34)cc2)c1 | 1.4 | 2.9 | 0.8 | 1.9[16.7 µM] | -4.4 | 1.0 | 0.9
O=c1[nH]cnc2c1C(c1ccccc1)c1c(nc[nH]c1=O)O2 | -0.4 | -3.1 | -3.3 | / | -3.5 | 0.5 | 4.8
O=C(CCNC(=O)c1ccccc1Cl)NCCC1=CCCCC1 | -1.6 | -0.9 | 4.3 | -0.3 | -3.1 | 3.0 | 10.7
COc1ccc(-c2csc(C(O)c3cccc(Cl)c3)n2)cn1 (stereo not given) | -3.0 | -11.6 | 5.7 | 2.7 | 1.7 | 3.1 | 0.7
CCCCC1(C(=O)OCC)NC(c2ccc(O)cc2)C2C(=O)N(c3ccccc3)C(=O)C21 (stereo not given) | 3.2 | -0.6 | 0.1 | 0.0 | -1.6 | 1.0 | -0.8
Cc1ccc(S(=O)(=O)/N=C2/NC(=O)/C(=C/c3cc([N+](=O)[O-])ccc3O)S2)cc1 | 7.8 | -0.9 | -4.7 | -2.4 | 12.2 | 1.7 | 37.2*
COc1ccc2c(c1)CCc1cnoc1-2 | -2.2 | -5.9 | -19.6 | -0.2 | -14.7 | -1.8 | -2.4
C[C@H](CO)N1C[C@H](C)[C@@H](CN(C)C(=O)Nc2ccc(C(F)(F)F)cc2)OCCCC[C@H](C)Oc2ccc(NC(=O)Nc3cccc4ccccc34)cc2C1=O | 1.8 | 0.3 | 2.5 | -1.8[16.7 µM] | 3.9 | -1.1 | 1.0
Cc1ccc(C)c(OCC(=O)NC(Cc2c[nH]c3ccccc23)C(=O)O)c1 (stereo not given) | -0.7 | -0.4 | -3.6 | / | 4.5 | -1.3 | 17.1
C=CCNC(=S)/C(=C(\[O-])c1ccc(Cl)cc1)[n+]1ccccc1 | 3.6 | -1.8 | -1.7 | -0.7 | -6.0 | 3.1 | -1.2
Cc1ccc(OCCC(=O)OCC(=O)Nc2ccc(C)c(S(=O)(=O)N3CCOCC3)c2)cc1 | 0.1 | -2.2 | 4.1 | / | -1.1 | 7.0 | 3.3
CS(=O)(=O)c1ccccc1-c1nnc(NC(=O)CCS(=O)(=O)c2ccc(Cl)cc2)o1 | -0.7 | 0.4 | -1.5 | -4.3 | -1.4 | -4.6 | -3.1
COc1ccc(NC(=O)Nc2ccc3c(c2)CC(=O)N([C@@H](C)CO)C[C@@H](C)[C@@H](CN(C)C(=O)NC(C)C)O3)cc1 | 0.6 | -4.0 | -3.3 | 100.8*[16.7 µM] | -3.0 | 2.6 | 0.6
CCCC(=O)Nc1ccc2c(c1)C(=O)N(C)[C@@H]1CC[C@H](CC(=O)N3CCCCC3)O[C@@H]1CO2 | -5.9 | -11.0 | 15.2 | -5.6[16.7 µM] | 4.5 | 2.5 | 0.2
Cc1cccc(C(=O)NC(=S)NNC(=O)c2ccccc2Cl)c1 | 1.3 | -5.0 | -2.8 | / | -1.2 | / | -2.2
Clc1ccc(-c2cnnc(-c3ccccn3)n2)cc1 | -2.4 | 6.7 | -6.2 | -6.2 | -2.6 | -2.5 | -2.5
COc1ccc(NC(=O)N(C)C[C@@H]2Oc3ccc(NS(=O)(=O)c4ccc(Cl)cc4)cc3C(=O)N([C@H](C)CO)C[C@@H]2C)cc1 | 2.2 | -5.9 | -0.6 | 6.2[16.7 µM] | 6.0 | 2.1 | 3.2
CN(CC(=O)Nc1c(Cl)cccc1Cl)C(=O)CCC1CCCC1 | 0.9 | 0.8 | 4.6 | -2.7 | 3.1 | 1.5 | 2.0
C/C=C/c1ccc([C@@H]2[C@H](CO)N(Cc3cncnc3)C23CN(C(=O)CC)C3)cc1 | -2.4 | -6.0 | 0.8 | / | -1.0 | 1.2 | 0.0
O=C(c1ccncc1)N1C[C@H]2[C@@H](c3ccccc31)[C@H](CO)N2C(=O)c1ccccn1 | -2.1 | 4.5 | 0.0 | -28.6[16.7 µM] | -1.6 | 1.3 | -0.2
Cc1noc(C)c1NC(=O)Nc1ccc2c(c1)C(=O)N([C@@H](C)CO)C[C@H](C)[C@H](CN(C)Cc1ccc3c(c1)OCO3)OCCCC[C@H](C)O2 | / | -0.9 | / | -1.7[16.7 µM] | / | 1.1 | /
CN(C)c1ccc(P(=O)(Nc2cccc(C(F)(F)F)c2)N2CCOCC2)c(NC(=O)c2cccs2)c1 (stereo not given) | -1.5 | -1.8 | -1.6 | -0.1 | -1.3 | / | 0.4
N=C1c2c(cc(=O)n3c2[nH]c2ccccc23)CN1CCN1CCOCC1 | -45.7 | 2.9 | 1.9 | -3.5 | -34.3 | -2.8 | -2.0
C[C@@H]1CN([C@@H](C)CO)C(=O)c2cc(N(C)C)ccc2O[C@@H]1CN(C)C | -2.8 | 4.1 | 12.4 | -4.1[16.7 µM] | 2.6 | 2.9 | -8.6
Cc1ccc(S(=O)(=O)N2C[C@]3(O)C[C@@H]4C(=O)N(c5ccccc5)C(=O)[C@@H]4C[C@]3(OC(=O)NCC3CCCCC3)C2)cc1 | -1.4 | 4.4 | 3.5 | -3.9 | 1.1 | 1.7 | 0.0
NCC[C@@H]1CC[C@H](NC(=O)Nc2ccc(F)cc2)[C@@H](CO)O1 | 0.3 | -1.4 | 5.6 | / | -1.0 | -1.9 | 1.6
COc1ccc(N2CCN(C(=O)c3cc(C4CC4)nn3-c3ccccc3)CC2)cc1 | 3.1 | 1.4 | 0.2 | -5.5 | -0.2 | -3.8 | -0.4
C=CCN=c1scc(-c2ccccc2)n1/N=C/c1ccccn1 | 0.1&8.5 | ? | -7.2&4.3 | 11.3&5.5 | -1.1&-0.9 | 8.4*! | 0.2&4.0
CCN(CC)C(=O)COc1ccc(/C=N/NC(=O)c2cc(-c3ccccc3OC)nc3ccccc23)cc1OC | / | -1.5 | 5.9 | / | -0.5 | 2.2 | -2.5
O=c1[nH]c(Nc2ccccn2)cc2ccccc12 | -3.0 | -1.4 | -4.4 | -4.5 | 1.9 | -1.6 | 90.4*
COC(=O)c1ccccc1-n1cccc1C(=O)NP(=O)(N1CCOCC1)N1CCOCC1 | -2.7 | -4.1 | 0.5 | / | -1.0 | -0.1 | -2.6
CCCCn1c(N)c(N(CCC(C)C)C(=O)COC(=O)Cc2ccc(Cl)cc2)c(=O)[nH]c1=O | -3.2 | 6.1 | -8.8 | / | -4.7 | -3.8 | -3.2
COc1ccccc1NC(=O)c1ccc(C(=O)c2ccccc2)o1 | -2.2 | -1.2 | -5.6 | -10.4 | 6.8 | 2.6 | 5.6
COCc1cc(NCc2ccc(Cl)cc2)nc(C)n1 | 0.5 | 16.0 | 3.8 | -1.3 | -5.5 | -1.2 | -5.6
CN(CCC#N)C(=O)COC(=O)c1ccc2c(c1)C(=O)N(C1CCCCC1)C2=O | 8.5 | 2.4 | 3.3 | 2.0 | 1.4 | -3.1 | -2.7
C[C@H](O)C#Cc1ccc([C@H]2[C@H](CO)N3CCCCN(CC4CC4)C[C@@H]23)cc1 | -1.3 | -0.6 | -5.5 | -3.9[16.7 µM] | -0.3 | 3.7 | 5.4
CC1CC2C3CCC4=CC(=O)CCC4(C)C3CCC2(C)C1(O)C(=O)CO (stereo not given) | 0.2 | -8.5 | 1.6 | / | -0.9 | 2.2 | -1.4
COCC(=O)Nc1ccc2c(c1)C(=O)N(C)[C@H]1CC[C@H](CC(=O)NC3CCCC3)O[C@H]1CO2 | / | -1.3 | / | 6.7[16.7 µM] | / | 2.5 | /
CC(C)NC(=O)N1[C@H](CO)[C@@H]2c3ccccc3N(C(=O)Nc3cccc(Cl)c3)C[C@@H]21 | -0.1 | 4.3 | -3.1 | 19.2[16.7 µM] | 0.8 | 1.9 | 0.1

No new results follow: an excerpt of the list.
SMILES | ERAP1 inh | DENV2 CPE | ERp5 block | miR-122 sensor | SIRT5 block | CFTR F508del cor | CASP6 VEID inh
C=CCNC(=S)/C(=C(\[O-])c1ccc(Cl)cc1)[n+]1ccccc1 | 3.6 | -1.8 | -1.7 | -0.7 | -6.0 | 3.1 | -1.2
Cc1ccc(OCCC(=O)OCC(=O)Nc2ccc(C)c(S(=O)(=O)N3CCOCC3)c2)cc1 | 0.1 | -2.2 | 4.1 | / | -1.1 | 7.0 | 3.3
CS(=O)(=O)c1ccccc1-c1nnc(NC(=O)CCS(=O)(=O)c2ccc(Cl)cc2)o1 | -0.7 | 0.4 | -1.5 | -4.3 | -1.4 | -4.6 | -3.1
COc1ccc(NC(=O)Nc2ccc3c(c2)CC(=O)N([C@@H](C)CO)C[C@@H](C)[C@@H](CN(C)C(=O)NC(C)C)O3)cc1 | 0.6 | -4.0 | -3.3 | 100.8*[16.7 µM] | -3.0 | 2.6 | 0.6

(listing goes on)
SMILES | ERAP1 inh | DENV2 CPE | ERp5 block | miR-122 sensor | SIRT5 block | CFTR F508del cor | CASP6 VEID inh
CCOC(=O)[C@H]1[C@H]2COc3ccc(OC)cc3[C@@H]2N2C(=O)CN(Cc3ccc(F)cc3)C(=O)[C@@]12C | 0.6 | 11.8 | 1.0 | -7.6 | / | -1.0 | -2.2
CC(C)(NS(=O)(=O)OCC(Cl)(Cl)Cl)c1ccccc1 | -2.0 | 2.8 | -3.2 | / | / | 2.0 | 0.2
Cc1ccc(C)c(SCC(=O)Nc2cccc(S(=O)(=O)N3CCOCC3)c2)c1 | -2.8 | 1.2 | -6.2 | / | -2.9 | -1.0 | 0.5
Cc1ccc(NC(=O)c2cnc(SCC(=O)NCC3CCCO3)n(C)c2=O)cc1C (stereo not given) | 0.7 | 0.6 | 3.9 | 6.8 | 1.1 | -0.8 | -3.2
CCN1C(=O)C2(C(C(=O)c3cc4ccccc4o3)=C(O)C(=O)N2CCCN2CCOCC2)c2ccccc21 (stereo not given) | 8.7 | -0.8 | 4.8 | / | -4.1 | 2.6 | -1.9
C[C@@H]1CN([C@@H](C)CO)C(=O)c2cccc(NC(=O)Nc3cccc4ccccc34)c2O[C@H]1CN(C)S(C)(=O)=O | 3.5 | 3.6 | -3.3 | 8.6[16.7 µM] | -2.1 | -1.3 | -4.4
C[C@@H]1CN([C@H](C)CO)C(=O)c2cc(C3=CCCCC3)cnc2O[C@@H]1CN(C)Cc1ccccn1 | -0.1 | 10.9 | -8.3 | / | 1.0 | -2.9 | 6.1
C[C@H](NC(=O)C[C@H]1C=C[C@@H](NS(=O)(=O)c2cccc(F)c2)[C@@H](CO)O1)c1ccccc1 | 4.2 | 4.3 | 0.4 | / | -1.2 | -1.5 | 1.7
